TNAP inh no acc – blocks human TNAP activity with no phosphate acceptor present. AID 1012. inhibition, % at 20 µM. purified TNAP, CDP-star luminescence, 30 min. actives 0.26% (n = 200,000). P05186;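 active means tissue-nonspecific alkaline phosphatase inhibition above about 50% at 20 µM in the single-dose screen, limit read from the data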;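 further: 0% = DMSO negative control and 100% = EDTA positive control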
Target sequence (P05186 whole entry, looked up): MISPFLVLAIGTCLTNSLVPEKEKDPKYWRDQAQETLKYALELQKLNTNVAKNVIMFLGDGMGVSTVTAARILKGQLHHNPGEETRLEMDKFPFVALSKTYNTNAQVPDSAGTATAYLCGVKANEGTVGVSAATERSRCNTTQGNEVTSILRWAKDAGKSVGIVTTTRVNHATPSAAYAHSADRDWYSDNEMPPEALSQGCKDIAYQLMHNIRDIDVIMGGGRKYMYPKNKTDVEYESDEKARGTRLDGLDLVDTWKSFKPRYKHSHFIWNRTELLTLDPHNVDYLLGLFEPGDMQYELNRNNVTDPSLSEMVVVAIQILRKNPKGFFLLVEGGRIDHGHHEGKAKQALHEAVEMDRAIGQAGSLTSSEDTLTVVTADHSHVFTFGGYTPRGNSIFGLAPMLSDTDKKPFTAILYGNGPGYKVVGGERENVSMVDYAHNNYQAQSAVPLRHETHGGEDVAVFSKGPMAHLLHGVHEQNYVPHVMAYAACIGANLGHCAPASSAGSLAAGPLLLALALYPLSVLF
TNAP act hi DEA – TNAP (human) activation, high acceptor. purified TNAP, CDP-star luminescence, 1 M DEA, 30 min; stronger effect = higher value; 0 = EDTA background, 1 = DMSO-only activity. activation factor at 20 µM. 200,000 tested, under 10 active. AID 1136;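 active means activation factor at least 2 at 20 µM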
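system = human TNAP | amount = enzyme diluted 1/800 final | reagent = 100 µM CDP-star substrate | signal = luminescent substrate turnover signal | dosing = one dose, 20 µM | benchmarks = EDTA negative control, DMSO positive control | measure = activation factor | timing = 30 min reaction, room temperature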
PMI activator – increases human mannose-6-phosphate isomerase activity. purified human PMI, coupled resazurin fluorescence, 20 min; stronger effect = higher value; 1 = vehicle control, 0 substrate-free wells. activation factor at 20 µM. actives 0.005% (n = 190,000). AID 1214;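 active means activation factor of 2 or more at 20 µM, relative to plate controls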
Target sequence (P34949 whole entry, looked up): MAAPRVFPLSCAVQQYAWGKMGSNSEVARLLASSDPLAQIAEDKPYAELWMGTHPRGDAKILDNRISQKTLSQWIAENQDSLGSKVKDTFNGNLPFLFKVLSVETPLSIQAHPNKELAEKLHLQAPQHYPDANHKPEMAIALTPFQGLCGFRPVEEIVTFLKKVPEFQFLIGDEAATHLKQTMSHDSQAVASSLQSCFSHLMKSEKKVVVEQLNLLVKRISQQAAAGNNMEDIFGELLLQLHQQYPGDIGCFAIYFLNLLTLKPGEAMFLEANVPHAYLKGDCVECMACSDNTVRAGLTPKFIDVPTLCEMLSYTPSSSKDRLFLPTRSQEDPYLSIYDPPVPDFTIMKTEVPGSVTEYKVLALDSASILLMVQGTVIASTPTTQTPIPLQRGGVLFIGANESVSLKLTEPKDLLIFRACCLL
G6PDH counter – counter-screen for G6PDH assay hits: L. mesenteroides G6PDH inhibition. Purified L. mesenteroides G6PDH, diaphorase/resazurin coupled fluorescence, 45 min. inhibition, % at 5 µM. actives 0.12% (n = 200,000). AID 1020; in the data active means inhibition above about 50%
FLuc act counter – affects firefly luciferase, flagging false hits in luciferase stimulation screens; P08659; ATPlite luciferase biochemical, luminescence, 10 min; 0 = ATP-free wells, 1 = DMSO control; 200,000 tested, under 10 active; activation factor at 10 µM;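 active means luciferase activation factor, scaled between plate controls, of at least 2 with compound at 10 µM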
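Material: Luciferase/luciferin reagent mix | Doses: Test compounds dosed from 2 mM stocks in 100% DMSO | Timing: 10 min incubation after luciferase reagent addition, room temperature | Measured by: Luminescence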
PMI act satM6P – increases human PMI activity with near-saturating mannose 6-phosphate | P34949 | coupled PMI enzyme assay, resazurin fluorescence, 20 min; stronger effect = higher value; 1 = untreated enzyme, 0 = substrate-free blank | actives 0.34% (n = 190,000) | activation factor at 20 µM;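 active means activation factor of 2 or more at 20 µM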
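Test system – human PMI in coupled enzyme assay · Timing – 20 min incubation at room temperature · Detection – Diaphorase-driven resazurin-to-resorufin fluorescence, excitation 544, emission 590 nm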
Diaphorase act – diaphorase activation or chemical reduction counter-screen | Diaphorase/resazurin coupled assay, resorufin fluorescence, 16 min; stronger effect = higher value; 1 = vehicle wells, 0 = NADH-free wells | activation factor at 20 µM | actives 0.005% (n = 190,000) | AID 1229;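 active means diaphorase activity raised at least twofold by the compound at 20 µM; inactive means activation factor below 2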
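System – purified diaphorase enzyme from Clostridium kluyveri · Input – enzyme 0.07 U/mL final · Also added – final NADH 0.114 mM, resazurin 0.1 mM · Measured by – fluorescence of resorufin, 544 nm excitation, 590 nm emission · Timing – 16 min enzyme reaction, ambient temperature · Measure – resorufin increase flagging diaphorase activators or reducers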
HMGR II inh – inhibitors of class II HMG-CoA reductase from Enterococcus faecalis; purified E. faecalis HMGR, NADPH absorbance 340 nm kinetic; inhibition, % at 10 µM; actives 0.41% (n = 190,000); AID 1066;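 active means inhibition above a set limit, the median over all tested compounds plus 3 SD, cut at about 9.5% in these data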;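 further: enzyme runs in reverse so mevalonate oxidation gives rising NADPH absorbance; 0% = complete reaction with DMSO and 100% = background rate lacking mevalonate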
TNAP inh hiacc – TNAP (human) inhibition, high acceptor; P05186; purified TNAP, CDP-star luminescence, 1 M DEA; inhibition, % at 20 µM; actives 0.03% (n = 200,000); AID 1135;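 active means over 50% inhibition of tissue-nonspecific alkaline phosphatase at 20 µM in the single-dose screen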;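 further: plate controls were DMSO wells for no effect and EDTA-quenched wells as full inhibition for full effect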
Diaphorase inh – counter-screen for diaphorase-based assays: diaphorase inhibitors and chemical oxidizers; AID 1217; diaphorase resazurin-to-resorufin fluorescence, NADH, 16 min; bacterial (C. kluyveri) enzyme, not human; inhibition, % at 20 µM; actives 0.69% (n = 190,000);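 active means primary screen inhibition at 20 µM above a set limit, cut at about 50% in these data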;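 further: plate controls were DMSO with full reaction for no effect and wells lacking NADH for full effect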
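Test system: diaphorase enzyme from Clostridium kluyveri; amount: diaphorase at 0.14 U/mL in enzyme working solution; detection: fluorescence of resorufin formed from resazurin, Ex 544/Em 590 nm; times: reaction incubation of 16 min at room temperature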
The depositor's hits bear a star.

SMILES	TNAP inh no acc	TNAP act hi DEA	PMI activator	G6PDH counter	FLuc act counter	PMI act satM6P	Diaphorase act	HMGR II inh	TNAP inh hiacc	Diaphorase inh
CN(C)CCNc1oc(-c2ccccc2F)nc1C#N	-9	1	0.9	-13	1	0.9	1	3	2	2
COc1ccccc1CNC(=O)C1CC(c2c(Cl)cccc2Cl)=NO1 (configuration not stated)	-2	1	0.9	7	1	0.9	0.9	-5	1	7
Cc1ccc(Cl)cc1NC(=S)N(Cc1cccnc1)Cc1ccccc1Cl	-16	1	0.9	-4	1	0.9	0.9	-1	-5	12
CCOc1ccc(NS(=O)(=O)c2ccc(OC)c(NC(=O)c3ccc4c(c3)OCCO4)c2)cc1	-3	1	0.8	-6	1	0.9	0.8	-4	4	18
CCCCN1C(=O)C(O)(CC(=O)c2c(C)n[nH]c2C)c2cc(Br)ccc21 (configuration not stated)	4	1	1	2	1	1	0.9	-2	3	9
CCOC(=O)Cc1csc(NC(=O)Cn2cnc3c2c(=O)n(C)c(=O)n3C)n1	-3	1	1	5	1	1	1	-5	4	4
CCOc1cc(C2Nc3ccccc3C(=O)N2c2ccccc2OC)ccc1O (configuration not stated)	-10	1	0.9	5	1	0.9	0.9	1	0	11
CCN(CC)S(=O)(=O)N1CCC(C(=O)NCCC2=CCCCC2)CC1	-14	1	1	0	1	1	1	1	-2	3
CCCCCNCC(=O)Nc1cccc(C(=O)Nc2cccc(C(F)(F)F)c2)c1	-7	1	1	10	1	1.1	1.2	-7	-1	-22
CCOC(=O)N1CC=C2C(C#N)=C(N)C(C#N)(C#N)[C@H](c3cccs3)[C@H]2C1	-9	1	1	5	1	1	0.9	-4	1	14
CCN(CC)S(=O)(=O)c1ccc(C(=O)NCc2ccc3c(c2)OCO3)cc1	-12	1	0.9	1	1	0.9	0.7	4	-4	26
Cc1cc(C)nc(NC(=NCc2ccc3c(c2)OCO3)NC(=O)Nc2ccccc2)n1	-11	1	0.9	-49	1.1	0.9	0.9	-4	-2	6
NCCc1nc(-c2ccccc2)cs1	-14	1	1	1	1	1	1	2	-4	4
CCOC(=O)c1[nH]c2ccc(OC)cc2c1NC(=S)N1CCN(c2ccccc2)CC1	-4	1	0.9	-51	1	0.9	0.9	-2	-3	10
CCc1nc(SCc2cccnc2)[nH]c(=O)c1C	-15	1.1	1	5	1.1	0.9	0.9	-10	-10	8
Cc1ccc(N2C(=O)C(c3c(C)[nH]n(-c4ccccc4)c3=O)(C(F)(F)F)C3=C2CC(C)(C)CC3=O)cc1 (configuration not stated)	-6	1	0.8	17	1	0.8	0.8	-6	-3	19
CC1(C)Oc2ccc(C(=O)NN)cc2NC1=O	-10	1.1	1	7	1	1.1	1.1	1	-6	-12
CCN(CC)C(=S)SCC(=O)c1c(C)[nH]c2ccccc12	0	1	0.7	-33	1	0.7	0.6	-3	-1	39
CC(=O)Nc1ccc(S(=O)(=O)N2CCC(n3cnc4cc(F)ccc43)CC2)cc1	-15	1.1	1	2	1	1	0.8	-6	-9	17
O=[N+]([O-])c1cc(S(=O)(=O)N2CCCCCC2)ccc1F	7	0.9	1	18	1	1.1	0.9	-6	10	13
O=C(O)CCCCCCCCCCCc1ccccc1	-16	1	1.1	16	1.1	1.1	1	-4	-2	1
Fc1ccc(C2CCCN2Cc2nc(Cc3ccccc3F)no2)cc1 (configuration not stated)	-8	1	1.2	24	0.9	1.1	0.9	-6	-5	6
CN1CCN(c2ccc(NC(=O)c3cccc(OCc4ccccc4)c3)cc2)CC1	-13	1	0.8	-24	0.9	0.9	1	0	-4	1
COc1ccc(CNC(=O)CN2CCN(S(=O)(=O)c3cccs3)CC2)cc1OC	-5	1.1	0.9	10	1	0.9	0.9	-1	-6	6
Cc1ccc(-n2c(=O)cc(NCc3cccnc3)[nH]c2=O)cc1	-6	1	0.9	9	1	0.9	0.8	1	-3	17
Additional records follow.
SMILES	TNAP inh no acc	TNAP act hi DEA	PMI activator	G6PDH counter	FLuc act counter	PMI act satM6P	Diaphorase act	HMGR II inh	TNAP inh hiacc	Diaphorase inh
COC(=O)c1ccccc1NC(=O)CSc1nc2ccccc2c(=O)[nH]1	-7	1	0.8	0	1	0.9	0.8	1	-2	18
Cc1nnc(SCC(=O)OC2CC(C)CCC2C(C)C)[nH]c1=O (configuration not stated)	0	1	0.9	7	1	1	0.9	2	3	12
CCCn1c(C(O)c2ccc(OC)cc2)nc2ccccc21 (configuration not stated)	-8	1	1	-2	1.1	1	0.9	-17	-4	14
CCOc1ccc(NC(=O)C2CC(=O)N3CCCN=C3S2)cc1 (configuration not stated)	-7	1	0.9	5	1.1	0.9	0.9	0	-1	11
C1CN(CC23CC4CC(CC(C4)C2)C3)CCO1	-6	1	1.3	6	1	1.3	1	-1	1	-4
COC(=O)c1ccc2c(c1)NC(=O)CS2	-10	1	1.1	-1	1.1	1.1	0.9	-2	-2	6
O=C(c1ccc2c(c1)OCO2)N1CCN(c2ncccn2)CC1	-17	1	1	4	1.1	0.9	0.9	0	-4	12
Cc1ccc(S(=O)(=O)N2CCC(C(=O)NCc3cccnc3)CC2)cc1	-4	1	1	10	1	1	0.9	-7	-1	9
CN(CC(=O)N1CCCCCC1)S(=O)(=O)c1ccc(F)cc1	-6	1	1	7	0.9	1.1	0.9	-4	-3	10
CC12C(=O)N(NC(=O)c3ccncc3)C(=O)C1C1C=CC2C1 (configuration not stated)	-7	1	1	-15	1	0.9	0.9	-7	0	12
O=C(NCc1cccnc1)/C(=C\c1ccc(-c2ccc(Cl)c(Cl)c2)o1)S(=O)(=O)c1ccccc1	-7	1	0.9	-14	1	1	0.9	-3	-1	9
Cc1ccc(NC(=O)Cn2c(O)c(N=NC(=O)c3cc4ccccc4cc3O)c3ccccc32)cc1	-8	0.9	0.9	6	0.9	1.1	1	1	8	-3
c1ccc(-c2cc3c(NCC4COc5ccccc5O4)ncnc3s2)cc1 (configuration not stated)	-74	1.2	0.9	8	1	1	0.9	-8	-23	14
O=C(NCCc1ccccc1)c1ccccc1NC(=O)C1CCCCC1C(=O)O (configuration not stated)	-5	1.1	1.1	12	1	1.2	1	-10	-6	-1
O=C(Nc1ccc(F)cc1F)c1cc2nc3c(c(C(F)(F)F)n2n1)CCCC3	-18	1	1	3	1	1	0.9	-2	0	10
COc1ccc(OC)c(C2NC(=O)NC(C)=C2C(=O)Nc2ccc(C)cc2)c1 (configuration not stated)	-13	1.1	1	11	1	1	0.8	-8	-6	16
COc1cc(C)c(S(=O)(=O)N2CCN(C)CC2)cc1C	-10	1.1	0.9	2	1	1	0.9	-2	-6	10
CCC(C)(C)NC(=O)C(c1ccc(OC)cc1)N(CCOC)C(=O)CCC(=O)Nc1nccs1 (configuration not stated)	-7	1.1	1.1	14	1	1.1	1.3	10*	-5	-28
CCc1ccccc1NC1=NCC(=O)N1Cc1ccc(OC)cc1	-16	1.1	1.1	-8	1	1.1	0.8	-5	-7	15
COC(=O)C1=C(NC(=O)CCCCl)CCS1	-6	1	1	2	1	1	0.9	-3	2	11
CCOc1ccc(-c2cn[nH]c2N)cc1	-1	1	0.9	4	0.8	0.9	0.9	-2	-3	11
CC(=O)C(C)Oc1cc(C)cc2oc(=O)c(C)c(C)c12 (configuration not stated)	-12	1.1	0.9	-2	1.1	1	0.6	-3	-7	39
CC(C)C1N=C2c3ccccc3N=C(SCC#N)N2C1=O (configuration not stated)	-15	1.1	1	4	1.1	1	0.9	0	-7	14
CSc1nsc(/C=C/Nc2ccc(F)cc2)c1C#N	-9	1	1.4	0	1.1	1	0.9	-3	-3	9
O=C(N/N=C/c1ccc(O)c2ncccc12)c1cccc(Br)c1	-58	0.9	0.8	-4	1	0.6	0.8	-13	7	16

Marked active in HMGR II inh, of those listed so far:
mol,TNAP inh no acc,TNAP act hi DEA,PMI activator,PMI act satM6P,HMGR II inh,TNAP inh hiacc
CCC(C)(C)NC(=O)C(c1ccc(OC)cc1)N(CCOC)C(=O)CCC(=O)Nc1nccs1 (configuration not stated),-7,1.1,1.1,1.1,10*,-5

Complete entries as entered above. Order of screens: TNAP inh no acc, TNAP act hi DEA, PMI activator, G6PDH counter, FLuc act counter, PMI act satM6P, Diaphorase act, HMGR II inh, TNAP inh hiacc, Diaphorase inh
Shown for CCCn1c(C(O)c2ccc(OC)cc2)nc2ccccc21 (configuration not stated) → -8, 1, 1, -2, 1.1, 1, 0.9, -17, -4, 14
Shown for CN(CC(=O)N1CCCCCC1)S(=O)(=O)c1ccc(F)cc1 → -6, 1, 1, 7, 0.9, 1.1, 0.9, -4, -3, 10
Shown for CCOc1ccc(-c2cn[nH]c2N)cc1 → -1, 1, 0.9, 4, 0.8, 0.9, 0.9, -2, -3, 11
Shown for CCOc1ccc(NC(=O)C2CC(=O)N3CCCN=C3S2)cc1 (configuration not stated) → -7, 1, 0.9, 5, 1.1, 0.9, 0.9, 0, -1, 11
Shown for Cc1ccc(NC(=O)Cn2c(O)c(N=NC(=O)c3cc4ccccc4cc3O)c3ccccc32)cc1 → -8, 0.9, 0.9, 6, 0.9, 1.1, 1, 1, 8, -3

Next compounds:
SMILES	TNAP inh no acc	TNAP act hi DEA	PMI activator	G6PDH counter	FLuc act counter	PMI act satM6P	Diaphorase act	HMGR II inh	TNAP inh hiacc	Diaphorase inh
CC(C)C(=O)Nc1cccc(C(=O)Nc2ccc3c(c2)OCO3)c1	-4	1.1	1	10	0.7	1	0.9	-3	-5	10
CC(C(=O)Nc1sc2c(c1C(=O)NCc1ccco1)CCCC2)N1C(=O)c2ccccc2C1=O (configuration not stated)	-4	1.1	1	7	1.1	1	0.8	-4	-8	16
CN(C)C(CNC(C(=O)Nc1ccc([N+](=O)[O-])cc1Br)c1ccccc1)c1ccccc1 (configuration not stated)	-27	1	1.1	1	1.1	1.1	0.9	-2	-1	11
COc1ccc(CN(C(=O)/C=C/C(=O)c2ccc(OC)cc2O)C(C(=O)NC2CCCCC2)c2ccncc2)cc1 (configuration not stated)	2	1	0.8	8	1.1	0.9	0.8	-7	-1	18
Cc1cccc(N(C(=O)CNC(=O)c2cccs2)C(C(=O)NC2CCCC2)c2cccnc2)c1 (configuration not stated)	2	1	1.1	9	1.1	1.1	1	1	-4	3
COc1ccc2c(c1)c(C(=O)OCCN(C)C)c(C)n2C	-12	1.1	0.8	16	1	0.9	0.9	-2	-8	9
Cc1cc(OC(C)C(=O)N/N=C/CC(C)c2ccccc2)ccc1Cl (configuration not stated)	2	1	1.1	4	1.1	1.1	1	-2	-5	-4
COc1ccc(-c2nn3c(-c4ccccn4)nnc3s2)cc1OC	-10	1	1.1	-1	1.1	1.1	0.9	-8	-2	8
